Compound activity (PubChem)
NPC1 promoter act = activates the NPC1 promoter; Huh7 NPC1 promoter luciferase reporter, 24 h; Potency, µM (doses to about 9.22 µM), for inactives: top-dose activation, usual class: activators; 320,000 compounds, 2.4% hits; AID 485313;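 also: % of control where 0% means no effect; nearly all actives have a fitted effect of over 60% in size; reporter is driven by a mutant NPC1 promoter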
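Luminescence read-out of NPC1 promoter-driven luciferase in stably transfected Huh7 cells; compounds delivered in DMSO and left 24 h at 37C, 5% CO2, qHTS titration format.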
p53 reactivation = re-activators of mutant p53 | 320,000 compounds, 0.063% hits | Potency, µM (doses to about 92.2 µM), for the others: at the top dose activity change, positive = activation, hits mostly activators | H1299 p53-A138V BP100-luciferase reporter, luminescence, 24 h; also: % of control where 0% means no effect; nearly all actives have a fitted effect of over 45% in size
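p53-null H1299 cells stably carrying temperature-sensitive p53-A138V and a BP100-luciferase reporter were pinned with compounds (4-point, 1:5 series) and held 24 hrs at 37 deg C. Luminescence was read 10 min after detection reagent.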
Gal4-VP16 FLuc = counter-screen for ROR gamma inhibitors: Gal4-VP16 reporter. Drosophila S2 Gal4-VP16 UAS-luciferase, luminescence, 20 h. 310,000 compounds, 3.5% hits. AID 2546. Potency, µM (top dose mostly 53.6 µM), inactives show top-dose activity, negative = inhibition, actives largely listed as inhibitors;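 also: Gal4-VP16 expression switched on by copper sulfate through the metallothionein promoter; % is scaled to controls: 0 for no effect and ±100 for the full control effect; nearly all actives have a fitted effect of over 50% in size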
Rab9 prom act = activators of Rab9 promoter; Huh7 Rab9 promoter-luciferase reporter, luminescence, 24 h; AID 485297; 320,000 compounds, 2.8% hits; Potency, µM (series often up to 9.22 µM), for the others: at the highest dose activation, negative = inhibition, usual class: activators; also: % of control where 0% means no effect; nearly all actives have a fitted effect of over 60% in size
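Luciferase signal after 10 min detection reagent at ambient indicates Rab9 promoter upregulation; stably transfected Huh7 cells were treated 24 h with compound in DMSO at 37 °C, 5% CO2.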
FLuc counter = counter-screen for miR-21 project: firefly luciferase inhibitors or activators; AID 588342; purified FLuc, Km substrates, luminescence inhibition; Potency, µM (doses to about 57.5 µM), for inactives: at the highest dose activity change, negative = inhibition, most hits filed as inhibitors; P08659; 360,000 compounds, 6.9% hits;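 also: plate controls were vehicle for no effect and reference inhibitor for full effect; nearly all actives have a fitted effect of over 55% in size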
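Biochemical qHTS of compounds, final roughly 60 µM downward over six points, against 10 nM purified firefly luciferase using Km concentrations of substrates (10 uM D-luciferin, 10 uM ATP) in Tris acetate pH 7.5 buffer; luminescence output.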
uPA generation = inhibitors of cell surface uPA generation; cell surface uPA generation assay, qHTS; Potency, µM (series often up to 38.3 µM), for the others: at the highest dose activity change, negative = inhibition, hits mostly inhibitors; AID 540303; 330,000 compounds, 0.31% hits; active = well fitted inhibition curve with a large enough effect; inconclusive = small, poorly fitted or top-dose-only effect; inactive = no such curve, though single readings can be large or run the other way; tested in mouse RAW 264.7 cells; also: % is scaled to controls: 0 for no effect and ±100 for the full control effect; nearly all actives have a fitted effect of over 55% in size
BRCA1 expr up = BRCA1 expression activation; 380,000 compounds, 1.1% hits; Potency, µM (highest dose often 46.1 µM), for inactives: top-dose activation, hits mostly activators; AID 624202; MCF7-BRCA1-FFLuc reporter, luminescence, 48 h; response scale: scaled: vehicle 0%, 10 µM genistein 100%; also: nearly all actives have a fitted effect of over 80% in size; some results filed as inactive show a strong effect at the top dose
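First, MCF7-BRCA1-FFLuc cells (2000/well) attach for 2 h; next, compounds are pin-added and incubated 48 h at 37 °C; finally, luciferase reagent is added and luminescence read after 15 min.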
MBNL1 CUG block = blocks human MBNL1 binding to CUG repeat RNA; Q9NR56; TR-FRET MBNL1-His/biotin-(CUG)12 binding, 665/545 ratio; Potency, µM (top dose mostly 57.5 µM), for the others: at the top dose activity change, negative = inhibition, most hits filed as inhibitors; 280,000 compounds, 0.036% hits; AID 2675; active = well fitted inhibition curve with a large enough effect in the signal ratio, with a control signal flat, not every such curve was filed as active; inconclusive = small, poorly fitted or top-dose-only effect, or effect the other way, or a change in a side signal; inactive = no such curve, though single readings can be large or run the other way; the % refers to the signal ratio; also: % is scaled to controls: 0 for no effect and ±100 for the full control effect
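MBNL1-His + Biotin-(CUG)12, cpd titration 92 nM–58 uM; Tb anti-His Ab 0.055 ng/ul, SA-XL665 5 nM (final); 60 min RT; ratiometric 665/545 nm, Ex 340 nm; normalized to buffer and full-complex controls.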
RORgamma inh = inhibitors of mouse ROR gamma transcriptional activity; P51450; Drosophila S2 Gal4-RORgamma UAS-luciferase reporter, 20 h; Potency, µM (titrated, usually from 53.6 µM), inactives show at the highest dose activity change, negative = inhibition, most hits filed as inhibitors; 310,000 compounds, 5.4% hits; AID 2551; also: % is scaled to controls: 0 for no effect and ±100 for the full control effect; nearly all actives have a fitted effect of over 60% in size
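Schneider cells (Drosophila), stable Gal4 DBD–ROR gamma + UAS-luc; 1 hr cmpd preincubation; Cu2+ induction 700 uM final; 20 hr ambient; luminescence.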
CXXC DNA block = inhibitors of human MLL CXXC domain-DNA interaction; MLL-CXXC / FITC-HOXA9 DNA fluorescence polarization; Potency, µM (highest dose often 115 µM), without a hit: top-dose activity change, negative = inhibition, hits mostly inhibitors; 290,000 compounds, 0.037% hits; active = well fitted inhibition curve with a large enough effect in the polarisation, with a control signal flat, not every such curve was filed as active; inconclusive = small, poorly fitted or top-dose-only effect, or effect the other way, or a change in a side signal; inactive = no such curve, though single readings can be large or run the other way; the % refers to the polarisation
Target sequence (Q03164 whole entry, looked up, the tested form may be a part): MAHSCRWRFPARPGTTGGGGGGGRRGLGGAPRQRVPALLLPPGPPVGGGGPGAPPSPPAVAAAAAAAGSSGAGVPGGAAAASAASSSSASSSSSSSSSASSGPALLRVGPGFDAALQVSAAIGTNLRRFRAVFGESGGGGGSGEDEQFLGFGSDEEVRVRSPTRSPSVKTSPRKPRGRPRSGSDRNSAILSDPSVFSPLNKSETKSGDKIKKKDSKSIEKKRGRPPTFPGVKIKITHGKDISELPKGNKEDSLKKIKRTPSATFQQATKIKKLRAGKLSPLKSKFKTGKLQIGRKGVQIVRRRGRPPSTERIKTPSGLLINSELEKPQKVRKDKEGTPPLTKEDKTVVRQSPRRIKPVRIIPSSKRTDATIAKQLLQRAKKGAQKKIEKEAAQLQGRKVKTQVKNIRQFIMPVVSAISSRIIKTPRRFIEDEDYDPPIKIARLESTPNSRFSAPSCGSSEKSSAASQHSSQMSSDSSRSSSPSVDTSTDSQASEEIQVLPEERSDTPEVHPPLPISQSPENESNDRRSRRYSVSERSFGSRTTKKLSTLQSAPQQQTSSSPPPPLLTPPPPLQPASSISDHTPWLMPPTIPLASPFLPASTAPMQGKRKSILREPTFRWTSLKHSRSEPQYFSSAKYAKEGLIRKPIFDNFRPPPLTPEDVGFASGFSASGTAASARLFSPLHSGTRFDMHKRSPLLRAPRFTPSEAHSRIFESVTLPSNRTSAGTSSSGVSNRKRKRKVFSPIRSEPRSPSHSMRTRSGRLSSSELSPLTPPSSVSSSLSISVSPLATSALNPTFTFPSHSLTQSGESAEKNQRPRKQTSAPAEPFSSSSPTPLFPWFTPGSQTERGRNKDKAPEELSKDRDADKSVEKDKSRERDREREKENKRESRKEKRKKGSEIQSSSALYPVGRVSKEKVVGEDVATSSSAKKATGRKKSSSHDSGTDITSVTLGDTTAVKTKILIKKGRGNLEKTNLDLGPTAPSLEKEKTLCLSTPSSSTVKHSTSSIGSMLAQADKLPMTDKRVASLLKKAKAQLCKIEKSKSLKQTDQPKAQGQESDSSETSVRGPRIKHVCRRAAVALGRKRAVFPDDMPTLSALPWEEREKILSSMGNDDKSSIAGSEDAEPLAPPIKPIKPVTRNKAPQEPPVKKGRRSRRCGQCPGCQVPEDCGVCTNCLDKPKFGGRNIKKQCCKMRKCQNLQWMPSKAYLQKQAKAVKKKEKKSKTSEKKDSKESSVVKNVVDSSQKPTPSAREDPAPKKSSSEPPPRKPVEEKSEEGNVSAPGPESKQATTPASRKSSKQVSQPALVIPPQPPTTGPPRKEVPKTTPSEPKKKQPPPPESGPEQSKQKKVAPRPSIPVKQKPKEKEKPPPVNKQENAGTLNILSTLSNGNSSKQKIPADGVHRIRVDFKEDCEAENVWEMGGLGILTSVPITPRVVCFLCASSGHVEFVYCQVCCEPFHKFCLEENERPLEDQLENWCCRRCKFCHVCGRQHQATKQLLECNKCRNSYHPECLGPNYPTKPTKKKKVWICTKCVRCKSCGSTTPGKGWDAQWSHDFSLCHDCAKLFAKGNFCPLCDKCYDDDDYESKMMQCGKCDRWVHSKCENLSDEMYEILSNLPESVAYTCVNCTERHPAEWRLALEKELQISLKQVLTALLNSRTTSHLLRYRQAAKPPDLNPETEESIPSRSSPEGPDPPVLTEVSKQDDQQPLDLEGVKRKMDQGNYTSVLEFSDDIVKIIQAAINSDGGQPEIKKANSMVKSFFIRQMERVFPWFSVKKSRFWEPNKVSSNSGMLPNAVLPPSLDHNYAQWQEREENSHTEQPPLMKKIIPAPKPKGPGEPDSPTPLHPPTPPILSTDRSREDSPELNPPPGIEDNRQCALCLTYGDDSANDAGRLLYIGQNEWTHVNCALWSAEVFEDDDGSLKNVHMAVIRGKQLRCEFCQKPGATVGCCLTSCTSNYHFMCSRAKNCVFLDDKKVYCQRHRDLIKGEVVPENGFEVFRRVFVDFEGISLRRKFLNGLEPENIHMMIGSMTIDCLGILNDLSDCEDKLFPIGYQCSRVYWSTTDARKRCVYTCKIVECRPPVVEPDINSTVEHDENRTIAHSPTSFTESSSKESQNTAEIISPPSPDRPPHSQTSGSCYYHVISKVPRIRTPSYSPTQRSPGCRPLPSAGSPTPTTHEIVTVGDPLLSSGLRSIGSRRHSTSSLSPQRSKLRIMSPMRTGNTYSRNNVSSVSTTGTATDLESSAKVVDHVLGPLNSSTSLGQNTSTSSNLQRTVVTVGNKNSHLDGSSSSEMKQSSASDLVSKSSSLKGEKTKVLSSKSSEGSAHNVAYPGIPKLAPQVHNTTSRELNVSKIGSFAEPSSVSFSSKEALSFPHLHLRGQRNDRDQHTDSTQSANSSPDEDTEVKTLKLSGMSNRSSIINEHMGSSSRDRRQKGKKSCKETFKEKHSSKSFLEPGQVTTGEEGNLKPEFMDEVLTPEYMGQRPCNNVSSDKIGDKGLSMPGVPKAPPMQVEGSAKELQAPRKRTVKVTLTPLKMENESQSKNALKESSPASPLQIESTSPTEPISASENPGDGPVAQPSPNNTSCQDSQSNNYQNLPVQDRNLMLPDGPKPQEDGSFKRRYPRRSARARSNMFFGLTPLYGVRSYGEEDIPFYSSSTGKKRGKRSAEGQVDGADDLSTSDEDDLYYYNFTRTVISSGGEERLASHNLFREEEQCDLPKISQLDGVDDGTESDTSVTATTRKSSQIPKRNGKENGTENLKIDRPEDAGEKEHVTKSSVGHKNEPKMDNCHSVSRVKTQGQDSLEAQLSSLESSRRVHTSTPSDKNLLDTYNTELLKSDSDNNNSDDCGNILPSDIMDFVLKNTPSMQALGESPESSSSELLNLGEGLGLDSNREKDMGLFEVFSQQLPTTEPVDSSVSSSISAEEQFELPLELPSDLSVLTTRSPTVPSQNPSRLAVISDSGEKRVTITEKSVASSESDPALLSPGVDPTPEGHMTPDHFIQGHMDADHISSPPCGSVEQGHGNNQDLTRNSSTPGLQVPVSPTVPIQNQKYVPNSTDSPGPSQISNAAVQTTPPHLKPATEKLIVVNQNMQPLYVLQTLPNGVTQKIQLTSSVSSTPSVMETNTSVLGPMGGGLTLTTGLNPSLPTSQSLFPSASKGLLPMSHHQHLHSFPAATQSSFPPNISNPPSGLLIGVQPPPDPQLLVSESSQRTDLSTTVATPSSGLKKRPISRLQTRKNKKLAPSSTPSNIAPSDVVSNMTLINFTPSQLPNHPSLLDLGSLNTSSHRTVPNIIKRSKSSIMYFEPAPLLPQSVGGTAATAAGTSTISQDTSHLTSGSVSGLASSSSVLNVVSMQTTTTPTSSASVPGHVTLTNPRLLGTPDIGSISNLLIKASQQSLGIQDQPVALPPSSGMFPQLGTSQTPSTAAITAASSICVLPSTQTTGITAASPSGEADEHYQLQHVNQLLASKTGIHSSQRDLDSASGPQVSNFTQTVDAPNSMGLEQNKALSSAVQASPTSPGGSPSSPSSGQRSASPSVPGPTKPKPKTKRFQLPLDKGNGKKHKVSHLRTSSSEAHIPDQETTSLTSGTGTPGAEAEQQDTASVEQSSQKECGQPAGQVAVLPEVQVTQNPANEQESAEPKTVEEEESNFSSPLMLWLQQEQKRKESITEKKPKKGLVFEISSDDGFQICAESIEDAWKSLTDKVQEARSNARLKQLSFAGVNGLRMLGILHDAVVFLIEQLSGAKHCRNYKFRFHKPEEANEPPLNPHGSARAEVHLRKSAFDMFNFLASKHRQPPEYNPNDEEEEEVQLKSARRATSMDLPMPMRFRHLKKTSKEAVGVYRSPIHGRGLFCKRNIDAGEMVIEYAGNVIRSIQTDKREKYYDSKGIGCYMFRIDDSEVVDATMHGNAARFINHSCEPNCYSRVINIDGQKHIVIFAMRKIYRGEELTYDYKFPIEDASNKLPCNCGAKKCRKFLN
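Fluorescence polarization: 7 uM MLL-CXXC (stock) preincubated 5 min with compounds, then 50 nM fluorescein-HOX-A9 DNA (stock) added; 30 min ambient. Buffer 50 mM Tris-HCl pH 7.5, 50 mM NaCl, 1 mM DTT, 0.05% BSA.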
ELG1 genotox = induces genotoxicity in HEK293T cells with luciferase-tagged ELG1; 330,000 compounds, 1.3% hits; AID 504466; HEK293T ELG1-luciferase reporter, luminescence, 16 h; Potency, µM (top dose mostly 46 µM), inactives show at the top dose activity change, positive = activation, hits mostly activators; also: % of control where 0% means no effect; nearly all actives have a fitted effect of over 60% in size
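Screening used a luciferase reporter fused to human ELG1 in HEK293T cells. Luminescence was read on a CCD plate imager after 16 hr exposure and 30 min ONE-Glo incubation.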
The depositor's hits bear a star; ? = inconclusive; . = not tested or not shown; [ ] = remark or other dose. Unless noted, calls follow the shape of the dose curve; as a rule, active = well fitted curve in the direction sought with a large enough effect; inconclusive = small, poorly fitted or top-dose-only effect, or another doubt; inactive = no such curve, though single readings can be large; an effect the other way counts as inactive or inconclusive. Potency is read from the fitted curve at half-maximal effect.

Below each compound: NPC1 promoter act	p53 reactivation	Gal4-VP16 FLuc	Rab9 prom act	FLuc counter	uPA generation	BRCA1 expr up	MBNL1 CUG block	RORgamma inh	CXXC DNA block	ELG1 genotox
CC1Cc2ccccc2N1C(=O)CSc1nnc(Cn2nnc3ccccc32)n1C (configuration not stated)
→ -1%	-6%	-11%	-2%	6%	4%	-15%	2%	20%	6%	0%
CSc1ccccc1C(=O)NCc1ccc2c(c1)OCO2
→ -3%	-14%	.	-1%	-2%	.	3%	-4%	?	1%	11%
CCNC(=S)N(CCc1ccc(S(N)(=O)=O)cc1)C1CC(=O)N(c2ccccc2)C1=O (configuration not stated)
→ -4%	-1%	-14%	-10%	2%	3%	-24%	5%	12%	4%	-9%
CN(C)CC(C)(C)CNS(=O)(=O)c1cccc(Cl)c1Cl
→ -1%	5%	-8%	2%	-1%	-4%	-15%	-7%	-14%	-4%	1%
C=C1CCC[C@]2(C)C[C@H]3OC(=O)C(CN(C)CC(OC)OC)[C@H]3CC12 (some centres not stated)
→ 1%	?	7%	2%	1%	-14%	-61%	-11%	27%	5%	-4%
COC(=O)C1=C(Cn2cnc3ccccc32)NC(=O)NC1c1cc(C)ccc1C (configuration not stated)
→ -6%	-10%	0%	-15%	6%	-4%	3%	1%	-6%	5%	-8%
CCN1C(=O)[C@H]2[C@@H](c3ccc(-c4ccc(C(C)=O)cc4)cc3)N3CCCC[C@@]3(C(=O)OC)[C@H]2C1=O
→ -7%	-4%	.	2%	4%	4%	19%	.	.	.	-4%
CC1Sc2ccc(S(=O)(=O)N3CCC(C(=O)NCC(C)c4ccccc4)CC3)cc2NC1=O (configuration not stated)
→ -1%	11%	?	1%	0%	-11%	0%	2%	14%	7%	-9%
O=C(O)CCCNc1cc(N2CCC3(CC2)OCCO3)c2noc3c2c1C(=O)c1ccccc1-3
→ 4µM*	19%	-4%	2.2µM*	11µM*	.	.	?	-29%	?	?
CCCN(CCC)CCNC(=O)CCC(=O)Nc1ccc2nc(N3CCOCC3)cc(C)c2c1
→ ?	11%	1%	3.5µM*	-1%	-12%	?	-3%	24%	-24%	?

In the list so far, four contain four or more nitrogen atoms:
Below each compound: NPC1 promoter act	p53 reactivation	Gal4-VP16 FLuc	Rab9 prom act	FLuc counter	uPA generation	BRCA1 expr up	MBNL1 CUG block	RORgamma inh	CXXC DNA block	ELG1 genotox
CC1Cc2ccccc2N1C(=O)CSc1nnc(Cn2nnc3ccccc32)n1C (configuration not stated)
→ -1%	-6%	-11%	-2%	6%	4%	-15%	2%	20%	6%	0%
CCNC(=S)N(CCc1ccc(S(N)(=O)=O)cc1)C1CC(=O)N(c2ccccc2)C1=O (configuration not stated)
→ -4%	-1%	-14%	-10%	2%	3%	-24%	5%	12%	4%	-9%
COC(=O)C1=C(Cn2cnc3ccccc32)NC(=O)NC1c1cc(C)ccc1C (configuration not stated)
→ -6%	-10%	0%	-15%	6%	-4%	3%	1%	-6%	5%	-8%
CCCN(CCC)CCNC(=O)CCC(=O)Nc1ccc2nc(N3CCOCC3)cc(C)c2c1
→ ?	11%	1%	3.5µM*	-1%	-12%	?	-3%	24%	-24%	?

Carrying on.
Below each compound: NPC1 promoter act	p53 reactivation	Gal4-VP16 FLuc	Rab9 prom act	FLuc counter	uPA generation	BRCA1 expr up	MBNL1 CUG block	RORgamma inh	CXXC DNA block	ELG1 genotox
COc1ccc(Cl)cc1N(CC(=O)NCCSCc1ccccc1)S(C)(=O)=O
→ 1%	.	7%	2%	-2%	-1%	-3%	-2%	43%	-5%	-5%
Cc1ccc(-c2nnc(CSc3nnc(C)s3)o2)cc1
→ ?	13%	-5%	?	?	-4%	?	-3%	-1%	-4%	?
COc1cc(C(=O)NC2=C(C#N)CCC2)cc(OC)c1OC
→ -4%	13%	-7%	-1%	-2%	-4%	-16%	1%	-4%	1%	4%
Cc1ccc(S(=O)(=O)N(C)CC(=O)NCC(c2ccco2)N(C)C)cc1 (configuration not stated)
→ -2%	-1%	.	-4%	5%	2%	0%	.	.	.	-1%
O=C(c1ccc(COc2ccccc2Br)cc1)N1CCCCCC1
→ -3%	-1%	-3%	0%	?	-7%	69%	-11%	14%	3%	14%
O=C(CSc1nc(O)c(C(c2ccccc2)c2ccccc2)c(=O)[nH]1)N1CCOCC1
→ -7%	-2%	-3%	13%	-16%	0%	29%	-4%	-5%	-4%	-1%
CCSc1nnc(-c2c[nH]c3ccccc23)o1
→ 3.2µM*	?	1%	4µM*	19µM*	-1%	78%	-15%	30%	4%	?
CCN(CC)CCCN1C(=O)c2oc3ccccc3c(=O)c2C1c1cc(OC)ccc1OC (configuration not stated)
→ 4%	1%	3%	-4%	-1%	.	-14%	13%	-18%	12%	0%
COc1ccc(C(=O)NCC(=O)N2CCN(c3ccc(Cl)cc3)CC2)cc1
→ -8%	2%	-13%	-4%[1.84 µM]	-1%	1%	-18%	-1%	0%	?	-2%
CC1CCc2c(sc(/N=C/N(C)C)c2C#N)C1 (configuration not stated)
→ 24%	16%	10%	4.5µM*	15µM*	0%	13µM*	6%	?	-1%	?
O=C(NCc1ccc2c(c1)OCO2)NC12CC3CC(CC(C3)C1)C2
→ -2%	8%	-22%	-2%	1%	6%	-21%	.	-6%	7%	2%
FC(F)(F)c1cnc(Sc2ncn[nH]2)c(Cl)c1
→ -21%	3%	-5%	11%	-16%	1%	-11%	.	1%	4%	3%
O=C(c1cccc(C(=O)N2CCN(c3ccc(F)cc3)CC2)c1)N1CCN(c2ccc(F)cc2)CC1
→ -8%	-6%	-10%	-16%	-4%	.	-84%[inhibitor]	1%	4%	-20%	-26%
CCCC(=O)Nc1ccc(NC(=O)c2cccc(OC)c2)nc1
→ ?	25%	-13%	3.2µM*	12µM*	-4%	26%	-7%	-31%	5%	12%
COc1ccc(NC(=O)CSc2nc3ccccc3cc2Cc2ccccc2)cc1
→ 0%	-3%	0%	12%	-2%	2%	-12%	14%	18%	-8%	-2%
O=C1CC(c2cccc([N+](=O)[O-])c2)c2ccc3ccccc3c2N1 (configuration not stated)
→ -2%	-10%	29%	-8%	2%	-26%	-61%	?	25%	12%	-5%
CCOC(=O)Cc1csc(N/N=C/c2ccc(C(F)(F)F)cc2)n1
→ -5%	0%	?	2%	1%	-5%	-45%	-1%	0.71µM*	1%	3%
COc1cc(C(=O)NNC(=O)COc2ccccc2Cl)ccc1OCC(=O)N1CCOCC1
→ -1%	-3%	.	4%	.	-13%	7%	.	.	.	4%
Cc1ccccc1-c1nn(-c2ccc(F)cc2F)cc1CNCCCO
→ -1%	0%	-18%	-2%	-3%	-6%	5%	-3%	-13%	-11%	-5%
COc1ccc(C(=O)Nc2nc3ccccc3c(=O)[nH]2)cc1
→ 0.71µM*	?	-30%	0.4µM*	2.7µM*	.	?	0%	?	8%	?

Next section
mol | NPC1 promoter act | p53 reactivation | Gal4-VP16 FLuc | Rab9 prom act | FLuc counter | uPA generation | BRCA1 expr up | MBNL1 CUG block | RORgamma inh | CXXC DNA block | ELG1 genotox
Cc1ccc(NC(=O)CCC(=O)NNC(=S)Nc2ccc(F)cc2)c(C)c1 | -4% | -2% | 3% | -3% | 1% | -2% | -9% | -6% | -20% | 1% | -3%
Cc1onc(-c2ccccc2Cl)c1C(=O)Oc1cccc2cccnc12 | -3% | 0% | ? | 1% | -7% | 7% | -23% | -6% | ? | 11% | -11%
Cc1ccccc1NC(=O)C1CCCN(S(=O)(=O)c2ccc3c(c2)C(C)(C)C(=O)N3C)C1 (configuration not stated) | 1% | 5% | 7% | -4% | -3% | 9% | -7% | 0% | 12% | -2% | 2%
CCN(CC)c1ccc(S(=O)(=O)N2CCOCC2)cc1NC(=O)CN1C(=O)NC2(CCC(C)CC2)C1=O (configuration not stated) | -3% | -5% | . | -5% | 5% | -2% | -23% | . | . | . | 0%
CC(C)COC(=O)Nc1nnc(SCCOc2ccccc2)s1 | 0% | 1% | -6% | -2% | 3% | -3% | 12% | -4% | -34% | -9% | 0%
CCOC(=O)N1CCN(c2c(NCCCN(C)c3ccccc3)c(=O)c2=O)CC1 | 2% | -3% | 0% | 2% | 6% | -6% | -21% | -14% | -8% | 4% | 3%

The list is partial, so the mix of outcomes need not match the whole.
